H9c2 protect = modulators protecting cardiomyocytes from myocardial damage. H9c2 cardiomyocytes, H2O2 injury protection, ATPLite, 2 h. protection from H2O2 cell death, % at 20 µM. 360,000 tested, 0.63% active;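 active = compounds giving at least 50% protection of heart cells from peroxide-induced death in the single-dose screen, raw or plate-pattern-corrected value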;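 also: 0% = DMSO wells with peroxide and 100% = DMSO wells without peroxide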
Vif inh = blocks HIV Vif function; HEK293T cells, Vif self-association by quenched fluorescence, imaging, 24 h; inhibition, % at 7.49 µM; 340,000 tested, 0.35% active; in the data active = inhibition above about 50%, passing the limit was not always enough; also: some results filed as inactive read as strong as hits
CaV13 ICDI inh = Disruptors of the CACNA1D IQ motif to Ca2+-dependent inactivation inhibitor domain association, primary screening, Förster resonance energy transfer in intact living …; 340,000 tested, 0.098% active; inhibition, % at 12.3 µM; HEK cells, CFP/YFP FRET ICDI-IQ, plate reader, 10 min; percent FRET-ratio fall versus neutral wells;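 active = mean replicate inhibition of at least 30% and at least 1% of replicates passing that level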;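 also: 0% = median of the neutral control wells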
aDG glyco up = alpha-DG glycosylation activation | Pro5-aDG cells, alpha-DG glycosylation AlphaScreen (IIH6); 0% Pro5, 100% B10-LARGE cell signal | activation, % at 10 µM | 360,000 tested, 0.22% active | AID 624168;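 active = activation of at least 8% versus controls, or a plate z-score of at least 8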;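 also: Pro5 are CHO cells carrying HIG-tagged alpha-DG that lacks glycosylation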
PDI turbidity = blocks human protein disulfide isomerase activity; PDI insulin aggregation turbidity, A650, 90 min; inhibition, % at 10 µM; 350,000 tested, 0.052% active;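 active = mean inhibition across replicates of 30% or more, whatever share of single replicates reach that level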;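 also: absorbance from insulin aggregation driven by PDI reduction with DTT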
HTR2A ag = activates the mouse 5-HT2A serotonin receptor | CHO-K1 mHTR2A beta-arrestin complementation, luminescence; percent of 30 µM serotonin response | activation, % at 7.6 µM | 360,000 tested, 0.66% active | AID 624169;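 active = activation above a run cutoff, the mean activation of all tested compounds plus 3 SD, cut at about 14% in these data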;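 also: 0% = plate median of compound wells and 100% = 30 µM serotonin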
MC4R antag cAMP = antagonists of human melanocortin 4 receptor (MC4R); P32245; MC4R-expressing cells, MTII-stimulated cAMP, LANCE TR-FRET; inhibition, % at 6.5 µM; 360,000 tested, 0.48% active;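 active = inhibition above its plate's cutoff, the mean of tested wells on that plate plus 3 SD, cut at about 29% in these data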;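 also: 0% = Melanotan II alone and 100% = Melanotan II plus saturating MCL0020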
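Material: human MC4R-expressing U2OS cells. Probe or stimulus: Melanotan II challenge. Dosing: 6.5 µM single dose. Times: 30-min compound, 1-h challenge, 1-h detection, room temperature. Technique: TR-FRET with Eu-cAMP and labeled anti-cAMP, 671 nm. Replication: singlicate.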
MC4R ag barr = agonists of human melanocortin 4 receptor (MC4R) beta-arrestin; activation, % at 8.9 µM; P32245; 360,000 tested, 0.98% active; U2OS MC4R beta-arrestin complementation, luminescence; percent of melanotan II response, DMSO zero;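 active = activation above a per-plate cutoff, the mean activation of sample wells on that plate plus 3 SD, cut at about 8% in these data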
N-glyco inh = blocks N-linked glycosylation in D54 reporter cells; D54 ERlucT glycosylation luciferase reporter, 24 h; percent of 100 nM tunicamycin response; AID 588692; 360,000 tested, 0.23% active; reporter increase, % at 12.5 µM;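 active = mean luciferase reporter signal, scaled so untreated is 0 and the glycosylation-blocking control 100, at or above a set limit in every replicate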;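 also: luciferase carries N-glycosylation sites so blocking glycosylation raises the light; 0% = median of neutral control wells and 100% = median of 100 nM tunicamycin wells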
ABCB6 inh MLPCN = inhibitors of human ABC transporter ABCB6 | K562-ABCB6 porphyrin accumulation, flow cytometry, 1 h; active compounds read low | fluorescence ratio to DMSO, % at 10 µM | 360,000 tested, 0.19% active | AID 602162;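 active = fluorescence ratio to DMSO below 75%, the collection mean minus 3 SD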;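 also: signal is porphyrin accumulated inside mitochondria; 100% equals median channel fluorescence of DMSO control wells; lower ratio means ABCB6 inhibition with less porphyrin fluorescence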
Target sequence (Q9NP58 whole entry, looked up): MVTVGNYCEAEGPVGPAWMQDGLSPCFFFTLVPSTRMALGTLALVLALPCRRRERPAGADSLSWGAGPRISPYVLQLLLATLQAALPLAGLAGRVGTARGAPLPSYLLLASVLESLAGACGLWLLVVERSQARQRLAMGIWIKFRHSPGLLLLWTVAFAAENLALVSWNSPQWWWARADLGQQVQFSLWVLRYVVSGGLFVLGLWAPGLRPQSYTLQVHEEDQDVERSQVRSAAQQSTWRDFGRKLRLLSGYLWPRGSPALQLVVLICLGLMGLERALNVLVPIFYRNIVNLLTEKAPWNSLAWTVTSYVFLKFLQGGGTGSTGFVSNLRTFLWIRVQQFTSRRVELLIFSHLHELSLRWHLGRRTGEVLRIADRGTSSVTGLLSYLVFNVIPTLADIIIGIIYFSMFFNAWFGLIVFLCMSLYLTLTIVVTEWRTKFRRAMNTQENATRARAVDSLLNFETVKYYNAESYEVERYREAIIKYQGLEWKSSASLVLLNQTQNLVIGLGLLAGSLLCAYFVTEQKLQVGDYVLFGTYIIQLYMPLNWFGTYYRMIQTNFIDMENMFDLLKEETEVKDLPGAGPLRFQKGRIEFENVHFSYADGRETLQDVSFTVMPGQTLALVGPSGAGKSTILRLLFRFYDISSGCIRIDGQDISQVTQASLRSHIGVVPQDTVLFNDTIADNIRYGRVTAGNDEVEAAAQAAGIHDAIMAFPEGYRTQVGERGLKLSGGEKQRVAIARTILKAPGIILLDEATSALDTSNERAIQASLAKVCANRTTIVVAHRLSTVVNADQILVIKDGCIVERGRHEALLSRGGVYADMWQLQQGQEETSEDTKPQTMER
* = called active by the depositor; x = no result given.

#	Compound	H9c2 protect	Vif inh	CaV13 ICDI inh	aDG glyco up	PDI turbidity	HTR2A ag	MC4R antag cAMP	MC4R ag barr	N-glyco inh	ABCB6 inh MLPCN
1	O=C(COC(=O)CC1CC2CCC1C2)Nc1cccc(S(=O)(=O)NC2=NCCCCC2)c1 (stereo unspecified)	3	3	-1	-0.2	4	4	17	1.0	-1	97
2	COc1ccccc1C1C(C#N)=C(N)Oc2cc(C)n(Cc3ccccn3)c(=O)c21 (stereo unspecified)	10	0	-6	0.1	9	-2	2	-0.5	2	101
3	Cc1cc2c(SCC(=O)N3CCN(c4ccccc4)CC3)ncnc2s1	0	-7	-11	0.6	2	10	7	-3.1	-1	96
4	O=C(CSc1nnc(-c2cccnc2)n1-c1ccc(SC(F)F)cc1)N1CCCc2ccccc21	5	4	5	0.6	-4	3	2	3.0	-2	94
5	Cc1cc(C)cc(NC(=O)CN(c2ccc(F)cc2)S(C)(=O)=O)c1	4	-8	-3	0.2	5	-3	4	-0.1	-2	84
6	Cc1ccc(NC(=O)C(=O)NCC2CCCN2S(=O)(=O)c2cccs2)cc1C (stereo unspecified)	-4	-17	-8	0.0	1	-3	-5	-0.4	-6	99
7	CN(C)CCCn1c(-c2ccccc2)nc(=S)c2c1CCCC2	0	-4	-8	-0.2	-2	1	16	1.3	1	105
8	O=C(Nc1ccccc1C(=O)Nc1nncs1)c1ccccc1	-13	-16	-3	0.0	4	-2	5	0.3	1	97
9	CN(c1nc2c(c(=O)n(C)c(=O)n2C)n1CC(=O)c1ccccc1)C1CCCCC1	2	-4	-2	-0.2	-5	-4	4	-1.3	0	96
10	Cc1ccc(CSc2[nH]c(=O)ncc2C)cc1	4	-4	-3	0.1	-4	-2	-3	-1.3	0	91
11	COc1ccc(C2CC(=O)C(C=NCCO)=C(O)C2)cc1OC (stereo unspecified)	2	2	-4	-0.1	-2	7	5	0.4	0	103
12	COc1ccccc1N(Cc1ccccc1)S(=O)(=O)c1cccc(C(=O)Nc2ccc(C(C)=O)cc2)c1	-2	-5	-5	0.2	-2	1	8	-0.4	-9	98
13	CC(NC(=O)Cn1cc(C(=O)C2CC2)c2ccccc21)c1ccccc1 (stereo unspecified)	16	-6	x	-0.3	-5	-1	11	1.7	2	91
14	O=C(N1CCN(c2ccccc2F)CC1)C1(c2cccs2)CCOCC1	-1	0	-11	0.0	7	3	10	-0.3	0	100
15	COc1ccccc1CNC(=O)COC(=O)c1cc(C)nc2ccccc12	-7	-2	-3	0.1	-9	0	0	-4.4	-3	98
16	Clc1ccc2nc(C3CCCCC3)c(CC3CCCCC3)n2c1	-8	x	-3	-0.2	x	4	x	x	-3	104
17	CC1=CC(C)C2C(=O)N(O)C(=O)C2C1 (stereo unspecified)	-2	6	-3	0.1	-2	3	0	0.2	-2	87
18	CCN(CC(=O)NC(=O)NC1CCCCC1)Cc1ccccc1	3	x	-6	0.1	3	-2	1	1.0	0	99
19	O=c1[nH]nnc2c1ncn2C1OC(CO)C(O)C1O (stereo unspecified)	0	x	-8	-0.2	x	0	x	x	-7	98
20	Cc1cc(C)cc(NC(=S)/C(=C(\[O-])c2ccc(Cl)cc2Cl)[n+]2ccc(C(C)(C)C)cc2)c1	2	-4	4	-0.1	6	-2	4	-1.5	-1	94
21	COc1cc(F)ccc1S(=O)(=O)N1CCN(c2ccccc2)CC1	0	-3	4	0.0	2	-4	-1	-0.9	-2	99
22	CN(C)S(=O)(=O)c1cccc(NC(=S)NCCCn2ccnc2)c1	-1	7	x	-0.2	-9	1	-2	-3.6	1	92
23	CC1CCCCC1NC(=S)NC(=O)c1ccccc1Cl (stereo unspecified)	-11	-4	-15	0.0	0	2	0	1.7	1	93
24	COc1cccc2c(=O)cn[nH]c12	27	-7	-5	-0.1	-2	0	21	-0.2	2	100
25	CC(=O)Nc1ccc(S(=O)(=O)Nc2ccc(S(=O)(=O)N3CCCC3)cc2)cc1	8	-3	-9	-0.2	5	-2	5	-2.1	-1	97
26	O=S(=O)(NCCc1c[nH]c2ccccc12)c1ccccc1	-4	-13	-3	0.1	9	4	3	-0.7	0	97
27	CCn1cc(/C=C(\NC(=O)c2ccccc2F)C(=O)NCCCn2ccnc2)c2ccccc21	9	-2	-15	0.3	0	-6	1	-0.3	1	101
28	CCn1c(COc2ccccc2C)nnc1SCC(=O)NC1CCCC1	4	4	-6	0.2	1	1	5	-1.8	-2	101
29	O=C(O)c1ccccc1NS(=O)(=O)c1cccc(NS(=O)(=O)c2cc(Br)ccc2Br)c1	4	0	-15	-0.3	1	0	16	0.3	-1	99
30	CCN(C[C@H]1N[C@@](CC)(C(=O)OC)[C@H]2C(=O)N(Cc3ccccc3)C(=O)[C@@H]12)S(=O)(=O)c1ccc(-c2ccccc2)cc1	-5	-1	-4	0.2	4	0	-2	-2.0	-4	80
31	COc1ccc(OCCNC(=O)/C=C/c2ccc([N+](=O)[O-])cc2)cc1	4	6	-5	-0.2	4	1	8	0.5	1	100
32	COc1cccc(NC(=O)c2ccc(CN3CCN(c4ccccc4)CC3)cc2)c1	-2	-12	-7	0.8	1	33*	8	-0.7	-13	95
33	Cc1cccc(NC(=O)COc2ccc(Br)cc2)n1	-2	x	-8	0.3	1	3	-6	-1.0	-1	99
34	COc1ccc2sc(-c3ccc(S(C)(=O)=O)cc3)c(C(=O)NCCCN3CCCC3=O)c2c1	12	3	-5	0.1	12	3	13	-1.5	3	99
35	CC1CCN(S(=O)(=O)c2ccc(NC(=O)CSc3ncccc3C(=O)O)cc2)CC1	2	-2	-6	0.0	-6	-1	7	-1.8	0	101
36	Cc1ccc(C)n1C(CC(=O)O)c1ccc(C#N)cc1 (stereo unspecified)	2	18	-5	-0.2	8	-2	5	0.3	2	96
37	O=c1cc(CSc2ccc(Cl)cc2)nc(-c2ccccn2)[nH]1	39	-4	-4	0.5	-8	-8	12	-3.6	-12	94
38	O=[N+]([O-])c1cccc(COc2ncnc3cc([N+](=O)[O-])ccc23)c1	13	5	-2	0.4	3	-2	8	-0.3	0	10*
39	COCCNC(=O)c1cc2c(c(-c3cccc(C#Cc4ccc(OC)c(OC)c4)c3)n1)[C@H](CCO)N(S(=O)C(C)(C)C)C2 (stereo partly specified)	4	x	-7	0.2	x	-2	x	x	2	96
40	CC(=O)Cn1cnc2c(cnn2-c2ccc(C)c(C)c2)c1=O	-2	4	-19	0.2	-2	0	5	-1.8	-4	99
41	CCCCN(C(=O)c1cc(S(=O)(=O)N2CCCCCC2)ccc1OC)c1c(N)n(CCC)c(=O)[nH]c1=O	12	-13	-1	0.1	5	2	3	2.6	0	96
42	O=C(O)/C=C/C(=O)Nc1ccc2c(c1)NC(=O)CO2	4	2	-5	0.4	3	2	7	0.4	0	97
43	Cc1cc(Br)c(NC(=O)CCl)c(Br)c1	2	2	-2	0.2	9	0	-6	-1.5	10	93
44	CCOc1ccc(CCNS(=O)(=O)c2cn(C)cn2)cc1OCC	2	3	-2	-0.2	-4	-1	0	-0.2	1	107
45	O=C(CCl)Nc1cccc(S(=O)(=O)NC2=NCCC2)c1	-12	3	-16	0.1	11	1	0	-2.6	60*	99
46	Cc1cc(Br)cn2c(Cc3cccc(F)c3)c(-c3ccccc3)nc12	-3	x	-4	-0.4	x	3	x	x	0	101
47	CCCCC(=O)OCC(=O)c1[nH]c(C)c(C(C)=O)c1C	-6	-3	-4	-0.3	-1	3	0	-2.7	2	91
48	CCc1ccc(NC(=O)CSc2n[nH]c(C)c2[N+](=O)[O-])cc1	-13	2	-2	-0.1	3	2	14	1.1	2	109
49	CC1CCN(C(=O)c2ccc(SCc3ccccc3F)c([N+](=O)[O-])c2)CC1	-16	-10	-6	0.4	-5	-3	0	-0.2	-1	98
50	O=C(Nc1ccccc1)C1C(c2ccccc2)C1(Cl)Cl (stereo unspecified)	-5	-4	-4	0.1	1	-3	-1	3.9	-1	98
51	Cc1ccc(C)c(C(=O)C(C)OC(=O)c2cccn2C)c1 (stereo unspecified)	-11	-5	-2	0.3	0	-3	3	0.8	-1	100
52	Cc1cc(C(=O)N/N=C/c2cc(Br)c(Br)o2)n[nH]1	-5	-3	-3	0.0	-3	-5	-3	1.3	3	98
53	CCOC(=O)c1c(-c2ccccc2)oc2ccc(OCC(O)CNCCN(C)C)cc12 (stereo unspecified)	-18	-5	-4	-0.2	1	-6	4	-1.8	-6	92
54	Cn1c(SCC(=O)NCc2ccco2)nc2ccccc2c1=O	1	-7	-6	0.0	-5	1	-3	-2.1	2	95
55	O=C(COc1ccc2c(c1)CCC2)N1CCN(c2ccccc2F)CC1	4	2	-5	-0.1	14	-2	5	-0.5	2	98

One compound at a time, as listed above. Order of values: H9c2 protect | Vif inh | CaV13 ICDI inh | aDG glyco up | PDI turbidity | HTR2A ag | MC4R antag cAMP | MC4R ag barr | N-glyco inh | ABCB6 inh MLPCN
O=[N+]([O-])c1cccc(COc2ncnc3cc([N+](=O)[O-])ccc23)c1 is entered as 13 | 5 | -2 | 0.4 | 3 | -2 | 8 | -0.3 | 0 | 10*
Cc1cc(Br)cn2c(Cc3cccc(F)c3)c(-c3ccccc3)nc12 is entered as -3 | x | -4 | -0.4 | x | 3 | x | x | 0 | 101
CCOc1ccc(CCNS(=O)(=O)c2cn(C)cn2)cc1OCC is entered as 2 | 3 | -2 | -0.2 | -4 | -1 | 0 | -0.2 | 1 | 107

From PubChem
